Screening results (PubChem BioAssay)
DRD3 agonist = qHTS of D3 Dopamine Receptor Agonist: qHTS; D(3) dopamine receptor (Homo sapiens), P35462; D3R DiscoveRx beta-arrestin cells, luminescence, 90 min; max activation, %; 0.58% of 410,000 active; AID 652048, 2013; in the data active means max activation above about 30%; further: 0% is about no effect; mostly tested at two doses, the higher about 12 µM
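Cells at 1500/well, incubated overnight, then treated with pinned compounds (dopamine as control) for 90 min at 37 degrees C. DiscoveRx reagent added for 30 - 60 minutes at room temperature; luminescence read.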
GLP-1R agonist = qHTS of GLP-1 Receptor Agonists | Glucagon-like peptide 1 receptor (Homo sapiens), P43220 | HEK293 GLP-1R CRE-luciferase, luminescence, 4-6 h; cells express a hypersensitive GLP-1R form | Potency, µM (titrated, usually from 45.6 µM), without a hit: at the highest dose activation, usual class: activators | 0.007% of 380,000 active | AID 624172, 2012; further: potency means the concentration at half of the fitted maximal effect; % of control where 0% means no effect
PLK1 PBD block = qHTS for Inhibitors of PLK1-PDB (polo-like kinase 1 - polo-box domain): Primary Screen | Serine/threonine-protein kinase PLK1 (Homo sapiens), P53350 | Plk1 PBD binding of FITC phosphopeptide, fluorescence polarization | Potency, µM, for the others: max response, negative = inhibition, actives largely listed as inhibitors | 2.8% of 360,000 active; further: potency means the concentration at half of the fitted maximal effect; series mostly up to about 57 µM; on the % scale 0 is the no-effect control and ±100 the full control effect; nearly all actives have a fitted effect of over 65% in size
Target sequence (P53350 whole entry, looked up, the tested form may be a part): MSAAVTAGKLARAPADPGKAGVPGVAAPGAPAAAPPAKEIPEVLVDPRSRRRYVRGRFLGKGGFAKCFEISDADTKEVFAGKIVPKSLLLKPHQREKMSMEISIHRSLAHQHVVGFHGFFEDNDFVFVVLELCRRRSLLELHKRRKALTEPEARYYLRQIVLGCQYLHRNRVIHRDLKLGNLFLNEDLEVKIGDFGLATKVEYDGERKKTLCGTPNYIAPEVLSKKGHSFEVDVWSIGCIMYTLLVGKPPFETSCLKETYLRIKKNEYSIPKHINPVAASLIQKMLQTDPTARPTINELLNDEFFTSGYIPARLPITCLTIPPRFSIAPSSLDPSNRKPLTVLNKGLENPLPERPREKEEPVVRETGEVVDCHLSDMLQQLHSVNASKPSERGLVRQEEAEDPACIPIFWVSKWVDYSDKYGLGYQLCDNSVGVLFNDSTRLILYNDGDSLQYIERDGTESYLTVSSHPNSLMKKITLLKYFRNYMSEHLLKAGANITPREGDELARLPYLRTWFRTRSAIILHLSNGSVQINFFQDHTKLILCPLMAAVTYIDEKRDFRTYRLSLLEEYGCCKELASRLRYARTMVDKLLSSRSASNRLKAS
HEK293 tox = qHTS of GLP-1 Receptor Inverse Agonists: Cytotox Screen; HEK293 cAMP-luciferase reporter cells, luminescence, 24 h; Potency, µM (doses to about 38.3 µM), inactives show at the top dose activity change, negative = inhibition, hits mostly inhibitors; 0.13% of 410,000 active; AID 624418, 2012;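 further: loss of luciferase light is scored as toxicity; potency means the concentration at half of the fitted maximal effect; on the % scale 0 is the no-effect control and ±100 the full control effect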
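1536-well qHTS counterscreen of the MLSMR; 200 cells/uL, 12 h pre-incubation, 23 nL cpd, 24 h at 37 deg C 5% CO2, luciferase detection reagent, 12 min RT, luminescence. Inhibition = undesired.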
DRD3 antagonist = qHTS of D3 Dopamine Receptor Antagonist: qHTS; 2.5% of 360,000 active; D(3) dopamine receptor (Homo sapiens), P35462; D3R cells, DiscoveRx beta-arrestin luminescence, antagonist mode; stronger effect = lower value; max response, negative = inhibition, %; in the data active means max response below about -50%; inconclusive means no clear call, values can overlap the other calls; further: on the % scale 0 is the no-effect control and ±100 the full control effect; mostly tested at two doses, the higher about 12 µM
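Cells plated overnight at 1500 cells/well, then exposed to library compounds with dopamine controls for 90 minutes at 37 degrees C. DiscoveRx reagent added for 30–60 minutes at room temperature; luminescence read, quantitative HTS format.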
GLP1R inv ag = qHTS of GLP-1 Receptor Inverse Agonists (Inhibition Mode) | Glucagon-like peptide 1 receptor (Homo sapiens), P43220 | HEK293 GLP-1R CRE-luciferase, luminescence, 24 h; GLP-1R form is constitutively active | Potency, µM (doses to about 38.3 µM), inactives show at the highest dose activity change, negative = inhibition, most hits filed as inhibitors | 1.6% of 410,000 active | AID 624417, 2012; further: potency means the concentration at half of the fitted maximal effect; on the % scale 0 is the no-effect control and ±100 the full control effect; nearly all actives have a fitted effect of over 55% in size
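Readout was luciferase luminescence, measured 12 min after detection reagent at room temperature. Beforehand, GLP-1R reporter HEK293 cells had sat 12 h, then received compounds for 24 hr at 37 deg C.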
WRN helicase inh = qHTS for Inhibitors of WRN Helicase | Bifunctional 3'-5' exonuclease/ATP-dependent helicase WRN (Homo sapiens), Q14191 | 0.46% of 360,000 active | Potency, µM (titrated, usually from 114 µM), for the others: at the highest dose activity change, negative = inhibition, usual class: inhibitors | WRN helicase unwinding, fluorescent forked duplex, kinetic; further: potency means the concentration at half of the fitted maximal effect; on the % scale 0 is the no-effect control and ±100 the full control effect; nearly all actives have a fitted effect of over 55% in size
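Enzyme (20 nM final) and test compound sit together 15 min at room temperature before substrate addition. Substrate is a single-forked duplex oligonucleotide (100 nM) labelled with fluorophore and quencher, with 2 mM ATP; helicase unwinding raises red fluorescence, read kinetically.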
PI5P4Ka inh = qHTS for Inhibitors of phosphatidylinositol 5-phosphate 4-kinase (PI5P4K) | 1.2% of 330,000 active | max response, % | Phosphatidylinositol 5-phosphate 4-kinase type-2 alpha (Homo sapiens), P48426 | PI5P4Kalpha enzyme, ADP-Glo luminescence, 60 min; stronger effect = lower value; active means max response of -50% or lower; inconclusive means between -30% and -50%; inactive means -30% or higher; further: value at the top dose of about 77 µM; on the % scale 0 is the no-effect control and ±100 the full control effect
Target sequence (P48426 whole entry, looked up): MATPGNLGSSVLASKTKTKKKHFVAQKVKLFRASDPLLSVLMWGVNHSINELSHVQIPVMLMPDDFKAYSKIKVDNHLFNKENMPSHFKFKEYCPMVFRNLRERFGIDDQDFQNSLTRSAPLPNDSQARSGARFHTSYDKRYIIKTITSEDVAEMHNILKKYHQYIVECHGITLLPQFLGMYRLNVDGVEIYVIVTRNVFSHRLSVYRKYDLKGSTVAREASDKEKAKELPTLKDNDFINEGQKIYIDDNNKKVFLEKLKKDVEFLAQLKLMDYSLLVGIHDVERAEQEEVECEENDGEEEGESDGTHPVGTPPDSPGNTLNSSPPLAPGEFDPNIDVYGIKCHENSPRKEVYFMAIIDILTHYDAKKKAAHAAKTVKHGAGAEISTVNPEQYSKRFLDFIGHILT
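qHTS, 1536-well: enzyme/substrate mix, compound by pin tool, 5 microM ATP final; RT 60 min; ADP-Glo reagents 1 (45 min) then 2 (30 min); luminescence.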
IL2 activator = qHTS of IL-2 Activators | IL-2 activation reporter assay, cell-based qHTS; stimulated with anti-CD3/CD4/CD28 beads; in transgenic mouse T cells | activation, % (series mostly up to about 46 µM) | 0.065% of 360,000 active | AID 652025, 2013; in the data active means activation above about 50%; inconclusive means mostly about 30% to 49%; further: 0% is about no effect
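Unstimulated transgenic mouse T cells preincubated 60 min with compound, then stimulated with anti-CD3/anti-CD4-coated beads plus anti-CD28 for 18 h at 37 degrees C. IL-2 response read as EGFP and DsRed fluorescence by plate cytometry.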
* = called active by the depositor; ? = inconclusive; nt = not tested or not shown; & = joins results of further samples; [ ] = another dose, or the depositor's remark. Unless noted, the call rests on the fitted dose curve; in most records, active means well fitted curve in the direction sought with a large enough effect; inconclusive means small, poorly fitted or top-dose-only effect, or another doubt; inactive means no such curve, though single readings can be large; an effect the other way counts as inactive or inconclusive.

SMILES	DRD3 agonist	GLP-1R agonist	PLK1 PBD block	HEK293 tox	DRD3 antagonist	GLP1R inv ag	WRN helicase inh	PI5P4Ka inh	IL2 activator
COc1cc(C=O)ccc1Oc1nnnn1-c1ccccc1	6	13%	-3%	-11%	6	0%	0%	-2	-2.3
Cc1ccc(-c2nc(N)n(S(=O)(=O)c3ccc(C)cc3)n2)cc1	8	5%	-4%	2%	3	3%	-3%	-2	-1.8
Cc1ccc(Cl)cc1N(CC(=O)Nc1cccc(N(C)S(C)(=O)=O)c1)S(C)(=O)=O	-17	4%	-6%	-1%	-12	-29%	15%	-8	-2.3
COc1ccc(C2C(C(C)=O)=C(O)C(=O)N2CCc2ccccc2)c(OC)c1 (configuration not stated)	-3	-1%	-10%	1%	-29	-7%	0%	nt	-1.2
CCc1nnc(NC(=O)c2ccc(COc3ccc(C)cc3)o2)s1	0	1%	-4%	3%	6	0%	-3%	nt	-1.5
CCOC(=O)c1c(C)[nH]c(C)c1S(=O)(=O)NCC1CCN(Cc2ccc(C)cc2)CC1	-15	13%	-12%	-26%	-54*	?	0%	5	-1.5
CCOc1cnc(-c2c(-c3ccccc3Cl)noc2C)o1	5	1%	?	13%	6	?	-7%	2	10
Cc1ccccc1N(C)S(=O)(=O)c1nnc(NC(=O)c2ccco2)s1	-2&-24	-7%	-29%	2%&1%	-2	-17%&-6%	-9%[11.6 µM]	-16	0.6
CCCC(=O)N1CCc2cc(-c3nc(N)sc3C)ccc21	-2	8%	-24%	-5%	35	23%	-4%	-11	2.2
O=C(CC(C(=O)O)c1ccc(Cl)cc1)c1ccccc1 (configuration not stated)	1	3%	-17%	-10%	5	9%	-4%	-4	-3.3
O=c1ccc(S(=O)(=O)N2CCCC2)c[nH]1	-3	1%	-6%	3%	-1	1%	6%	0	1.4
O=C(Nc1cccc(F)c1)c1ccccc1	2	-6%	1%	-17%	15	?	5%	nt	-2.6
CC(C)N(C(=O)C(F)(F)F)C(C(=O)NC1CCCCC1)c1ccncc1 (configuration not stated)	0	-1%	0%	0%	28	5%	-3%	nt	-2.4
CN(CC(=O)Nc1ccc(N2CCOCC2)cc1)C(=O)CCc1cc(C(C)(C)C)c(O)c(C(C)(C)C)c1	2	14%	-2%	-18%	-4	?	5%	-1	0.1
CCOC(=O)Nc1cc2c(cc1[N+](=O)[O-])-c1ccccc1C2=O	1	0%	13%	-2%	-9	18%	-11%	3	1.4
CCN(CC(=O)Nc1c(F)cccc1F)C(=O)c1cccc(S(=O)(=O)N(C)c2ccccc2)c1	9	11%	-4%	-16%	0	4%	0%	0	-3.5
COc1ccccc1NC(=S)NC(=O)/C=C/c1cccs1	-3	2%	-5%	?	2	40%	-17%	4	-0.8
COc1cccc(OCc2nnc(SCC(=O)NCc3ccco3)n2CCc2ccccc2)c1	-9	0%	-19%	-13%	?	?	-19%[57.1 µM]	?	-2.6
COc1cccc(C(=O)CC(C(=O)O)c2ccc(F)cc2)c1 (configuration not stated)	0	4%	-13%	-11%	10	-10%	3%	-4	1.4
Cc1ccc(C(=O)n2c3ccccc3c3ccccc32)cc1	-5	-10%	-2%	-24%	-20	?	-21%[57.1 µM]	21	-0.4
CC(C)CNC(=O)NC(=O)CSc1nc2ccccc2n1CC(C)C	-6	10%	-12%	14%	-11	?	-32%	1	0.0
COc1c(C)cc(C(O)c2ncc(-c3ccccc3C)[nH]2)cc1C (configuration not stated)	-2	0%	-5%	-1%	-7	?	-9%	1	-0.6
O=C(Nc1cccc(O)c1)c1ccc([N+](=O)[O-])cc1Cl	13	-2%	-8%	-20%	0	-10%	-5%	0	0.6
CC(C(=O)Nc1ccc([N+](=O)[O-])cc1)N1CCN(C/C=C/c2ccccc2)CC1 (configuration not stated)	-9	6%	1%	-1%[1.53 µM]	?	?	-14%[57.1 µM]	5	0.0
O=C(Cc1ccccc1)Nc1ccc2c(c1)OC1(CCCC1)O2	1	17%	1%	-10%	0	?	2%	-5	0.7
O=C1CC(c2ccc(F)cc2)Cc2nc(NCc3ccco3)ncc21 (configuration not stated)	-10	13%	-13%	-2%	-18	22%	-25%	5	-0.4
COCC(=O)Nc1ccc(N2CCOCC2)c(S(=O)(=O)Nc2ccccc2OC)c1	-6	-1%	11µM*	1%	-12	16%	1%	?	-0.5
CC(C(=O)Nc1ccccc1-c1ccccc1)N1CCN(S(=O)(=O)c2ccccc2)CC1 (configuration not stated)	2	-3%	-10%	-3%	0	-22%	-10%	-3	0.4
Cc1ccn2c(=O)c(C(=O)NCCN3CCOCC3)c(O)nc2c1	6	-1%	-9%	-7%	-2	15%	-1%	3	-1.1
Cc1ccc(C(=O)NCCS(=O)(=O)N2CCN(c3ccccc3F)CC2)cc1[N+](=O)[O-]	6	-1%	0%	-9%	-1	?	-8%[57.1 µM]	4	-2.1
COc1ccccc1NC(=O)COC(=O)C1CC2C=CC1C2 (configuration not stated)	2	0%	-4%	12%	9	31%	2%	3	-2.5
CCN1CCN(C(=O)c2ccc3c(=O)n(C4CCCC4)c(=S)[nH]c3c2)CC1	2	-7%	-3%	5%	-20	0%	-7%	0	-0.3
c1ccc(-c2n[nH]nc2-c2ccccc2)cc1	1	16%	-4%	-2%	-23	7%	-8%	nt	0.1
CCN1CCN(c2cc(C)c3cc(NC(=O)CCC(=O)Nc4ccc(OC)cc4OC)ccc3n2)CC1	-19	5%	9%	-26%	5	?	-4%	11	-1.7
Cc1nc(SCC(=O)N2CCOCC2)c2c(=O)n(C)c(=O)n(CC(C)C)c2n1	0	0%	-8%	25%	-2	-10%	-22%	5	0.6
O=c1c(C(c2ccc(F)cc2)c2c(O)nc3n(c2=O)CCCS3)c(O)nc2n1CCCS2	2	-1%	?	3%	0	-20%	2%	-11	0.9
O=C(Nc1cnn(Cc2ccc(F)cc2)c1)c1cc(-c2ccco2)on1	-1	12%	-3%	-18%	10	-10%	-15%	-2	2.6
CC(C)CNC(=O)Cn1nc(C(F)(F)F)c2c1CCCC2	-12	6%	-3%	1%	0	15%	-4%	0	0.4
O=C(Nc1cn(-c2ccccc2)nc1-c1cccs1)c1ccco1	-11	1%	-19%	-8%	2	?	-4%	0	-0.6
CCOc1ccc(N(C)S(=O)(=O)c2cc(-c3cc(C)no3)ccc2C(C)C)cc1	3	8%	-6%	-3%	-1	?	-7%	8	-2.9
O=C(Nc1nccs1)[C@@H]1CCCN1C(=O)c1cccs1	0	3%	-5%	2%	-2	-3%	-3%	7	0.0
CCn1nc(C)cc1C(=O)N1CCc2c([nH]c3ccccc23)C1c1cc(F)ccc1F (configuration not stated)	-1	17%	-2%	-22%	-17	10µM*	-3%	0	-0.9
CSc1nsc(SC)c1NC(=O)OCc1ccccc1	4	5%	-16%	-6%	19	0%	-5%	nt	-3.3
O=C(NC1CCCc2ccccc21)c1ccccn1 (configuration not stated)	-3	7%	1%	1%	17	?	1%	2	-4.3
COc1cccc(NC(=O)COc2coc(CN3CCc4ccccc4C3)cc2=O)c1	5	-6%	-6%	-12%	10	-19%	-9%	-13	-0.5
COc1ccccc1NC(=O)C1CCN(C(=O)c2ccco2)CC1	0	6%	-3%	3%	6	-12%	-27%	-6	6.3
CC1(C)Cc2c(c(N3CCOCC3)nc3sc4c(=O)[nH]cnc4c23)CS1	0	9%	-8%	-3%	41	151%[activator]	-8%	-10	-0.7
O=C(Nc1ccc(Cl)c(C(F)(F)F)c1)C1Cc2c(-c3ccc4c(c3)OCO4)ccnc2O1 (configuration not stated)	-6	-1%	1%	0%	-10	?	-5%	-4	-0.7
O=C(Nc1ccccc1)c1ccccc1NS(=O)(=O)c1ccc(Cl)s1	22	-9%	?	?	12	?	-3%	-4	-3.8
Cc1ccc(S(=O)(=O)N(C)c2ccccc2C(=O)Nc2ccc(F)cc2F)cc1	3	-5%	-12%	3%	1	-6%	-6%	0	1.1

(next part)
SMILES	DRD3 agonist	GLP-1R agonist	PLK1 PBD block	HEK293 tox	DRD3 antagonist	GLP1R inv ag	WRN helicase inh	PI5P4Ka inh	IL2 activator
COCc1ccc(C(=O)N2CCCC(Nc3ccc(C(C)C)cc3)C2)s1 (configuration not stated)	1	18%	-4%	-9%	16	?	-16%	8	-3.6
Cc1ccnc(NC(=O)CNC(=O)COc2ccccc2)c1	-17	-1%	-9%	15%	-19	-3%	?	-13	-5.4
CCOC(=O)c1ccc(NC(=O)COc2cc(=O)n(CC)c3ccccc23)cc1	0	5%	0%	4%	8	13%	-4%	6	6.6
COc1cc(/C=C2\C(=O)N(c3ccccc3)N=C2C)ccc1Oc1ccc([N+](=O)[O-])cc1[N+](=O)[O-]	-9	-41%[inhibitor]	3.8µM*	-12%	?	-3%	-34%	-19	-0.2
O=C(Nc1cc(=O)[nH]c2nc(-c3ccccc3)nn12)c1ccccc1Cl	22	6%	-7%	2%	30	2%	-9%	-26	-4.5
COc1ccc(NC(=O)CN(c2ccc(OC)c(Cl)c2)S(=O)(=O)c2ccccc2)c(OC)c1	-4	0%	4%	-10%	15	-22%	-16%	7	0.2
CCN1CCn2c3c(c4cc(C)ccc42)CCCC31 (configuration not stated)	-10	1%	-14%	18%	-5	?	7%	7	-0.4
CC(C)Cc1n[nH]c(=O)[nH]1	-6	-16%	?	-3%	-1	6%	7%	-2	-1.1
CC(OC(=O)CCc1c[nH]c2ccccc12)C(=O)c1ccccc1 (configuration not stated)	6	12%	-18%	0%[0.307 µM]	-8	-2%[0.307 µM]	-9%	4	-0.9
